Assay outcomes: PubChem, National Center for Advancing Translational Sciences (NCATS)
Pol kappa inh: qHTS for Inhibitors of Polymerase Kappa; AID 588579, 2011; Potency, µM (series often up to 107 µM), for the others: top-dose activity, negative = inhibition, most hits filed as inhibitors; purified Pol kappa, fluorescent DNA synthesis assay, 10 min; 400,000 tested, 0.53% active
Target sequence (Q9UBT6 whole entry, looked up): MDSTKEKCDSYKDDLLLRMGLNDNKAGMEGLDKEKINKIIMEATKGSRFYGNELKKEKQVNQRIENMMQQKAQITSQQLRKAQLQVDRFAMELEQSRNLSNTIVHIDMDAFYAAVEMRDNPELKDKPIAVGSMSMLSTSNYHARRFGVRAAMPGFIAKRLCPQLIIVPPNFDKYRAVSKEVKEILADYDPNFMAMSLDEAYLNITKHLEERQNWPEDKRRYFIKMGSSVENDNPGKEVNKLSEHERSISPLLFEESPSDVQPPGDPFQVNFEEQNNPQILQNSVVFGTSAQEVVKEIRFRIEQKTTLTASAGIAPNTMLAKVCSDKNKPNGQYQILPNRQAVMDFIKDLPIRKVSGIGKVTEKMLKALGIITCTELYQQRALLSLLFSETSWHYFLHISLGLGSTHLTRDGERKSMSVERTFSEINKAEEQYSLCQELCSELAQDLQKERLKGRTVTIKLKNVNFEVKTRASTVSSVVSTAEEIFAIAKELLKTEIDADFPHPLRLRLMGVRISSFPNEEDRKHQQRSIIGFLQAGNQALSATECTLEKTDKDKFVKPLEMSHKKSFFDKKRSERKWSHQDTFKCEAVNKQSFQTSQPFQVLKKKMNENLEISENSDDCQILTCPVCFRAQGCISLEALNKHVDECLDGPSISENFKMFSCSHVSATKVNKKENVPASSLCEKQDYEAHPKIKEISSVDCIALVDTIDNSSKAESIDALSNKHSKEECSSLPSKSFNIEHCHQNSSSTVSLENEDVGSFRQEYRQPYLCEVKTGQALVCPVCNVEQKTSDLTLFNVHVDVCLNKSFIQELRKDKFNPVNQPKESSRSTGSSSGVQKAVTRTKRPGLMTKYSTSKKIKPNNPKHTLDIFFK
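Readout: fluorescence, taken kinetically at 0 and 10 min. Conditions: 10 nM Pol kappa, 15 min RT compound preincubation, 50 nM substrate final. Controls: enzyme-free buffer wells.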
APEX1 inh: qHTS Assay for Inhibitors of the Human Apurinic/apyrimidinic Endonuclease 1 (APE1); DNA repair nuclease/redox regulator APEX1 (Homo sapiens), P27695; recombinant APE1, TAMRA/BHQ-2 abasic DNA cleavage fluorescence; Potency, µM (doses to about 65.8 µM), inactives show top-dose activity change, negative = inhibition, most hits filed as inhibitors; 350,000 tested, 0.35% active; AID 2517, 2012;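 also: plate controls were vehicle for no effect and reference inhibitor for full effect; nearly all actives have a fitted effect of over 55% in size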
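Activity was derived from the fluorescence gain between first and third kinetic reads (60 s intervals, ex 525/em 598 nm) after 50 nM THF-abasic TAMRA/BHQ-2 duplex was added to 0.75 nM APE1 preincubated 15 min with compound.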
The depositor's hits bear a star; ? = inconclusive; · = no result given; & = joins results of further samples; [ ] = dose if it differs, or a comment. Calls follow the shape of the dose curve; as a rule, active = well fitted curve in the direction sought with a large enough effect; inconclusive = small, poorly fitted or top-dose-only effect, or another doubt; inactive = no such curve, though single readings can be large; an effect the other way counts as inactive or inconclusive. Unless noted, % is scaled to controls: 0 for no effect and ±100 for the full control effect; potency is read from the fitted curve at half-maximal effect. A portion of the library; the hit share may differ from the screen's.

SMILES: CS(=O)(=O)c1ccc([C@@H](O)[C@@H](COC(=O)CN)NC(=O)C(Cl)Cl)cc1
- Pol kappa inh: 2%[19.4 µM]
- APEX1 inh: ·

SMILES: Cc1nc(NS(=O)(=O)c2ccc(N)cc2)nc(C)c1Br
- Pol kappa inh: 7%[19.4 µM]
- APEX1 inh: ·

SMILES: CCCCCCCCCCCCCCCCCC(=O)OCC(O)CO (centres undefined)
- Pol kappa inh: -15%[60.1 µM]
- APEX1 inh: ·

SMILES: O=C(Nc1ccc(Br)cc1)c1cc(Br)c(Br)s1
- Pol kappa inh: 1%[19.4 µM]
- APEX1 inh: ·

SMILES: CCOC(=O)/C=C(C)/C=C/C=C(C)/C=C/c1c(C)cc(OC)c(C)c1C
- Pol kappa inh: 1%[19.4 µM]
- APEX1 inh: ·

SMILES: CC[C@@H]1/C=C(\C)C[C@H](C)C[C@H](OC)[C@H]2O[C@@](O)(C(=O)C(=O)N3CCCC[C@H]3C(=O)O[C@H](/C(C)=C/[C@@H]3CC[C@H](Cl)[C@H](OC)C3)[C@H](C)[C@@H](O)CC1=O)[C@H](C)C[C@@H]2OC
- Pol kappa inh: -2%[19.4 µM]
- APEX1 inh: ·

SMILES: O=C1CC[C@H](C(=O)N[C@@H]2C[C@H]2c2ccccc2)N1
- Pol kappa inh: -4%[19.4 µM]
- APEX1 inh: ·

SMILES: C1=Cc2ccccc2/C1=C\c1ccc2c(c1)OCO2
- Pol kappa inh: -18%
- APEX1 inh: ·

SMILES: C[C@@H](O)[C@@H]1C(=O)N2C(C(=O)O)=C([C@H]3CCCO3)S[C@H]12
- Pol kappa inh: 1%[19.4 µM]
- APEX1 inh: ·

SMILES: Nc1c(Br)cc(C=O)cc1Br
- Pol kappa inh: 3%
- APEX1 inh: ·

SMILES: Clc1ccc2nc[nH]c2c1
- Pol kappa inh: 5%
- APEX1 inh: ·

SMILES: O=C(O)/C=C/c1ccc2c(c1)S(=O)(=O)N(C1CCCC1)[C@H]2CC(=O)O
- Pol kappa inh: ?
- APEX1 inh: ·

SMILES: CN(C)c1ccc(/C=C/c2cc(N(C)C)nc3ccccc23)cc1
- Pol kappa inh: 10%
- APEX1 inh: ·

SMILES: CCCCCc1ccc(C)cc1O
- Pol kappa inh: -1%[19.4 µM]
- APEX1 inh: ·

SMILES: CCc1cccc2c(C(O)c3c[nH]c4ccccc34)c[nH]c12 (centres undefined)
- Pol kappa inh: -11%
- APEX1 inh: ·

SMILES: COCc1c(C(C)C)nc(C(C)C)c(/C=C/[C@@H](O)C[C@@H](O)CC(=O)O)c1-c1ccc(F)cc1
- Pol kappa inh: 0%[19.4 µM]
- APEX1 inh: ·

SMILES: Cc1cc2ccccc2c[n+]1CC(=O)c1ccc(F)cc1
- Pol kappa inh: -3%
- APEX1 inh: ·

SMILES: CCCCCCCCCCCCCCCCCCCCCC(=O)Nc1ccn([C@@H]2O[C@H](CO)[C@@H](O)[C@@H]2O)c(=O)n1
- Pol kappa inh: -15%[19.4 µM]
- APEX1 inh: ·

SMILES: O=C(C[n+]1ccccc1Br)c1ccc(-c2ccccc2)cc1
- Pol kappa inh: -9%
- APEX1 inh: ·

SMILES: CN(C)c1ccc(/C=C/c2ccnc3c(Cl)cccc23)cc1
- Pol kappa inh: -33%
- APEX1 inh: ·

SMILES: CCCCCCOc1ccc(C(=N)N(CCCC)CCCC)c2ccccc12
- Pol kappa inh: -5%[19.4 µM]
- APEX1 inh: ·

SMILES: O=C1CCC[C@@H]2CC(Nc3ccccc3)C[C@@H]3CCN1[C@H]23 (some centres undefined)
- Pol kappa inh: -5%
- APEX1 inh: ·

SMILES: O=C(C[n+]1csc2ccccc21)c1cccc([N+](=O)[O-])c1
- Pol kappa inh: 7%
- APEX1 inh: ·

SMILES: CO[C@H]1C[C@@H]2CC[C@@H](C)[C@@](O)(O2)C(=O)C(=O)N2CCCC[C@H]2C(=O)O[C@H]([C@H](C)C[C@@H]2CC[C@@H](OC(=O)C(C)(CO)CO)[C@H](OC)C2)CC(=O)[C@H](C)/C=C(\C)[C@@H](O)[C@@H](OC)C(=O)[C@H](C)C[C@H](C)/C=C/C=C/C=C/1C
- Pol kappa inh: -1%[19.4 µM]
- APEX1 inh: ·

SMILES: CC(Oc1ccccc1)C(=O)N[C@@H]1C(=O)N2C(C(=O)OCC3CCCCC3)C(C)(C)S[C@H]12 (some centres undefined)
- Pol kappa inh: -17%
- APEX1 inh: ·

SMILES: CN1CCC[C@@H]1Cc1c[nH]c2ccc(CCS(=O)(=O)c3ccccc3)cc12
- Pol kappa inh: 1%[19.4 µM]
- APEX1 inh: ·

SMILES: Cc1ccc2nccc(/C=C/c3ccc(N(C)C)cc3)c2c1
- Pol kappa inh: -34%
- APEX1 inh: ·

SMILES: C=C[C@H](CC(C)C)N(Cc1ccccc1)S(=O)(=O)N(Cc1ccccc1)[C@H](C=C)CC(C)C
- Pol kappa inh: -21%
- APEX1 inh: ·

SMILES: C=C1CC2C3C=C(C)C4=CC(=O)CCC4(C)C3CCC2(C)[C@@]1(OC(C)=O)C(C)=O (some centres undefined)
- Pol kappa inh: -8%[60.1 µM]
- APEX1 inh: ·

SMILES: Cc1ccc(SC[C@H](C)CN2CC[C@H](O)CCC2=O)cc1
- Pol kappa inh: -5%
- APEX1 inh: ·

SMILES: O=c1ccn(C2OC(COP(=O)(O)OC3C(CO)OC(n4ccc(=O)[nH]c4=O)C3O)C(O)C2O)c(=O)[nH]1 (centres undefined)
- Pol kappa inh: 2%[19.4 µM]
- APEX1 inh: ·

SMILES: O=C1C[C@H]2C=CCc3cccc(c32)CN1Cc1ccccc1
- Pol kappa inh: 11%
- APEX1 inh: ·

SMILES: CC1C(=O)C(=O)C=CN1C (centres undefined)
- Pol kappa inh: -1%[19.4 µM]
- APEX1 inh: ·

SMILES: CN(C)c1ccc(/C=C/c2c3ccccc3nc3ccccc23)cc1
- Pol kappa inh: 0%
- APEX1 inh: ·

SMILES: C=C1C(n2cnc3c(=O)[nH]c(N)nc32)C[C@H](O)[C@H]1CO (some centres undefined)
- Pol kappa inh: 5%[19.4 µM]
- APEX1 inh: ·

SMILES: CCCCCCCCCCCC[n+]1ccc2ccccc2c1
- Pol kappa inh: 4%[19.4 µM]
- APEX1 inh: ·

SMILES: CCc1ccc(C(=O)C[N+]2(C)CCOCC2)cc1
- Pol kappa inh: 9%
- APEX1 inh: ·

SMILES: c1ccc2[nH]ccc2c1
- Pol kappa inh: 0%[19.4 µM]
- APEX1 inh: ·

SMILES: C[C@@H]1C(SC2Cn3cnc[n+]3C2)=C(C(=O)[O-])N2C(=O)[C@H]([C@@H](C)O)[C@@H]12 (some centres undefined)
- Pol kappa inh: -1%[60.1 µM]
- APEX1 inh: ·

SMILES: CCOc1ccccc1OCCN[C@H](C)Cc1ccc(OC)c(S(N)(=O)=O)c1
- Pol kappa inh: 5%[19.4 µM]
- APEX1 inh: ·

SMILES: Cc1ccccc1N=C1Nc2ccccc2N[C@]12C[C@H]1CCCC(=O)N3CC[C@@H](C2)[C@@H]13
- Pol kappa inh: -16%
- APEX1 inh: ·

SMILES: COc1cc(N(C)C)c(OC)cc1C=O
- Pol kappa inh: -26%
- APEX1 inh: ·

SMILES: Cc1cnc2c(C)cccc2c1C
- Pol kappa inh: 0%
- APEX1 inh: ·

SMILES: CC[C@@]1(c2ccccc2)NC(=O)N(C)C1=O
- Pol kappa inh: -1%[60.1 µM]
- APEX1 inh: ·

SMILES: C(=C\c1ccnc2ccccc12)/c1ccc2ccccc2n1
- Pol kappa inh: 0%
- APEX1 inh: ·

SMILES: COc1ccc(NC(=O)[C@@H]2CC=C[C@@H]3CCN(C4CC4)C(=O)[C@@H]32)cc1
- Pol kappa inh: -7%
- APEX1 inh: ·

SMILES: Cc1c(CCO)sc[n+]1CC(=O)c1ccc(F)cc1
- Pol kappa inh: 7%
- APEX1 inh: ·

SMILES: CC(C)=CCC/C(C)=C/CO
- Pol kappa inh: -2%&-4%[60.1 µM]
- APEX1 inh: -11%

SMILES: CC(C)(C)n1ncc2c(=O)n(Cc3c(F)cc(Cl)cc3F)cnc21
- Pol kappa inh: -19%
- APEX1 inh: 0%

SMILES: O=c1cc(-c2ccccc2O)oc2c1ccc1ccccc12
- Pol kappa inh: -8%[19.4 µM]
- APEX1 inh: -2%

SMILES: CC1(C)[C@@H](O)CC[C@]2(C)C3C(=O)C=C4C5C[C@@](C)(C(=O)O)CC[C@]5(C)CC[C@@]4(C)[C@]3(C)CC[C@@H]12 (some centres undefined)
- Pol kappa inh: -8%[19.4 µM]
- APEX1 inh: 15%

SMILES: COc1cccc(-c2oc3ccccc3c(=O)c2O)c1
- Pol kappa inh: -8%[19.4 µM]
- APEX1 inh: -2%

SMILES: CC(C)(C)n1ncc2c(=O)n(Cc3ccc(F)c(F)c3F)cnc21
- Pol kappa inh: 21%
- APEX1 inh: 4%

SMILES: CC(C)(C)n1ncc2c(=O)n(Cc3cc(F)ccc3Cl)cnc21
- Pol kappa inh: -10%
- APEX1 inh: 12%

SMILES: CC(C)(C)n1ncc2c(=O)n(Cc3cccc(-c4ccccc4)c3)cnc21
- Pol kappa inh: 3%
- APEX1 inh: -4%

SMILES: CC(=O)OCC1OC(Oc2cc(OC(C)=O)c3c(=O)cc(-c4ccc(OC(C)=O)c(OC(C)=O)c4)oc3c2)C(OC(C)=O)C(OC(C)=O)C1OC(C)=O (centres undefined)
- Pol kappa inh: ?
- APEX1 inh: -4%

SMILES: CC(C)(C)n1ncc2c(=O)n(Cc3cccc(C#N)c3)cnc21
- Pol kappa inh: 6%
- APEX1 inh: -6%

SMILES: CC(C)c1ccc(Cn2cnc3c(cnn3C(C)(C)C)c2=O)cc1
- Pol kappa inh: 0%
- APEX1 inh: -12%

SMILES: CC(=O)NC(C(=O)O)C(C)(C)SN=O (centres undefined)
- Pol kappa inh: -8%[60.1 µM]
- APEX1 inh: -4%

SMILES: CC[C@]12CCCN3CCc4c(n(c5ccccc45)C(=O)C1)[C@H]32
- Pol kappa inh: -7%[19.4 µM]
- APEX1 inh: 0%

SMILES: COc1ccccc1-c1cc(=O)c2cc(O)ccc2o1
- Pol kappa inh: -9%[19.4 µM]
- APEX1 inh: 11%

SMILES: CCCCC
- Pol kappa inh: -7%[60.1 µM]
- APEX1 inh: 4%

SMILES: C=C1C(CCl)(CCl)C2(Cl)C(Cl)C(Cl)C1(Cl)C2(Cl)Cl (centres undefined)
- Pol kappa inh: 1%[19.4 µM]
- APEX1 inh: 3%

SMILES: NC(Cc1c[nH]c2ccccc12)C(=O)NCC(=O)O (centres undefined)
- Pol kappa inh: -10%[19.4 µM]
- APEX1 inh: -8%

SMILES: CC(O)C(=O)O (centres undefined)
- Pol kappa inh: -21%[60.1 µM]
- APEX1 inh: 2%

SMILES: COc1cc2oc(-c3ccccc3)cc(=O)c2cc1O
- Pol kappa inh: -5%[19.4 µM]
- APEX1 inh: -3%

SMILES: O=CCCCC=O
- Pol kappa inh: 1%[60.1 µM]
- APEX1 inh: 1%

SMILES: CC(C)(C)n1ncc2c(=O)n(Cc3ccc(F)cc3Cl)cnc21
- Pol kappa inh: 9%
- APEX1 inh: 16%

SMILES: O=c1c(O)c(-c2ccc(O)cc2)oc2ccc(O)cc12
- Pol kappa inh: -10%[19.4 µM]
- APEX1 inh: -1%

SMILES: CCOC(C)=O
- Pol kappa inh: -7%[60.1 µM]
- APEX1 inh: 5%

SMILES: O=C(O)/C=C(\CC(=O)O)C(=O)O
- Pol kappa inh: -3%[60.1 µM]
- APEX1 inh: -5%

SMILES: O=c1c(O)c(-c2cccc(O)c2)oc2ccccc12
- Pol kappa inh: -4%[19.4 µM]
- APEX1 inh: -1%

SMILES: Nc1ccccc1C(=O)CC(N)C(=O)O (centres undefined)
- Pol kappa inh: -6%[19.4 µM]
- APEX1 inh: -1%&9%

SMILES: COc1ccc(F)c(Cn2cnc3c(cnn3C(C)(C)C)c2=O)c1Cl
- Pol kappa inh: -10%
- APEX1 inh: -6%
